Source: PubChem BioAssay (Johns Hopkins Ion Channel Center)
CHT block = inhibits the human high affinity choline transporter | CHT-expressing cells, membrane potential dye, choline response; hits give low values | B-score at 10 µM | Q9GZV3 | AID 488975 | 310,000 tested, 0.86% active;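 active = B-score over 3 SD under the library average, and starting fluorescence ratio not unusually high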;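 note: choline stimulus applied at its EC90 after an EC20 pre-addition; B-score computed on integrated fluorescence ratio after choline addition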
Target sequence (Q9GZV3 whole entry, looked up): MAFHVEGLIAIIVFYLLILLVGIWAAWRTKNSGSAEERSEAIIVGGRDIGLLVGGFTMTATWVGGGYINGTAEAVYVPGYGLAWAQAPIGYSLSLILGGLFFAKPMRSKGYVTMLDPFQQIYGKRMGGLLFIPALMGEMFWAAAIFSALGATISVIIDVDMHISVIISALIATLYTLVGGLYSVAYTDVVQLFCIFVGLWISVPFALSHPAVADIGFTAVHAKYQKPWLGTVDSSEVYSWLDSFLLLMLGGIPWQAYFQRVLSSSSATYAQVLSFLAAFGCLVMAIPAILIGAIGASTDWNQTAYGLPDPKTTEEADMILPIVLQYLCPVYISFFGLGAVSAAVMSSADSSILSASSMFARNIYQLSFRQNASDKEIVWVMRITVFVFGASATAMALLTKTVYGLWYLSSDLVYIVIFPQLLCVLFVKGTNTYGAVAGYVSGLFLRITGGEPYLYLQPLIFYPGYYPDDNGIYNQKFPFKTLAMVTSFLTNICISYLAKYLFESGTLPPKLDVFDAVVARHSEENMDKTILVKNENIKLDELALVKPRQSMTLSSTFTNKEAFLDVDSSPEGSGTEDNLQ
CHT allo act = allosteric activators of human choline transporter CHT. B-score at 10 µM. CHT-expressing cells, membrane potential dye, choline EC20; hits give high values; LV-AA mutant CHT in HEK293 cells. Q9GZV3. 310,000 tested, 0.49% active. AID 488977;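 active = initial fluorescence not abnormally high and integrated response B-score, plate-corrected, over 3 SD above library mean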
An asterisk follows results filed as active; i = inactive.

SMILES	CHT block	CHT allo act
CC1CN(CCOc2ccccc2-c2ccccc2)CC(C)O1 (stereo not given)	i	i
CCOC(=O)C1CCN(CC(O)COCc2ccc(Cl)cc2)CC1 (stereo not given)	i	i
Cc1nn(Cc2ccccc2Cl)c(Cl)c1/C=C/C(=O)OCC(=O)NC(N)=O	i	i
Cc1ccc(-c2nnc(CCC(=O)NCc3csc(C)n3)o2)s1	i	i
CCOC(=O)c1cnc2c([N+](=O)[O-])cnn2c1C	i	i
COC(=O)C(C)N1CCC(=O)c2ccccc2S1(=O)=O (stereo not given)	i	i
CCOc1ccc(NS(=O)(=O)c2ccc3[nH]cc(C(=O)NCCOC)c(=O)c3c2)cc1	i	i
CCOC(=O)c1c(NC(=O)c2cccc(N3C(=O)CCC3=O)c2)sc(C)c1C	i	i
COc1ccc(NC(=O)CN(C)C(=O)c2ccc(N3CCCC3)c([N+](=O)[O-])c2)cc1	i	i
COc1cc(NC(=O)c2n[nH]c(=O)c3ccccc23)cc(OC)c1	i	i
CN(C)CCP(=O)(c1ccccc1)c1ccccc1	i	i
Cn1cc(S(=O)(=O)Nc2ccc(F)c(Cl)c2)c(=O)n(C)c1=O	i	i
O=C(NCc1ccccn1)c1ccc(OC2CCN(Cc3ccc(Cl)s3)CC2)cc1	i	i
COc1ccccc1CN1CC(C(=O)N2CCCCO2)CCC1=O (stereo not given)	i	i
COCCN1C(=O)N(c2ccccc2)C(=O)C1CC(=O)Nc1cc(OC)cc(OC)c1 (stereo not given)	i	i
CC1CCC(C(C)C)C(OCC(O)CNC(C)(C)C)C1 (stereo not given)	i	i
CC(c1ccccc1)C1CC(=O)N(c2ccc([N+](=O)[O-])cc2)C1=O (stereo not given)	i	i
CN1CCN(c2ccc(NC(=O)c3ccc(C#N)cc3F)cc2Cl)CC1	i	i
CCOC(=O)C(NC(=O)c1ccccc1)(Nc1nnc(C)s1)C(F)(F)F (stereo not given)	i	i
Cc1ccc(S(=O)(=O)Nc2ccc3c(c2)CCC3)cc1C	i	i
COC(=O)c1cc(C#N)c(NCc2ccccc2)nc1C	i	i
N#CCCN(Cc1cccnc1)C(=S)NC1CC2C=CC1C2 (stereo not given)	i	i
CCOc1nc(C)ccc1-c1noc(-c2ccncc2)n1	i	i
CC1CCCCC1NC(=O)c1ccc(S(=O)(=O)NCC2CCCO2)cc1 (stereo not given)	-12*	i
CCCCN1CCC(COC(=O)c2cc(Cl)c(N)c3c2OCCO3)CC1	i	i
Cc1ccc(OCC(=O)O/N=C(\N)Cc2ccc(Cl)cc2)cc1	i	i
N#Cc1cnc(N)c(Br)c1	i	i
COc1cccc(CN2CCNC(=O)C2CC(=O)N(C)Cc2cnccn2)c1OC (stereo not given)	i	i
O=[N+]([O-])c1ccc(O)c(CSc2nnnn2-c2ccccc2)c1	-6.1*	i
CCCCCC(=O)Nc1cccc(-c2nc3ncccc3o2)c1	i	i
CCC(=O)N1CCCc2cc(S(=O)(=O)N3CCC(N4CCCCC4)CC3)ccc21	i	i
CC(C)(C)NC(=O)Nc1ccc(Cn2cc(C(F)(F)F)ccc2=O)cc1	i	i
Cc1ccoc1C(=O)NCCCNC(=O)c1occc1C	i	i
CC(OC(=O)c1cccc(-n2cnnn2)c1)C(=O)c1ccccc1 (stereo not given)	i	i
CCC(C)NC(=O)CSc1nc2c(sc(=S)n2-c2cc(Cl)ccc2OC)c(=O)[nH]1 (stereo not given)	i	i
CCCn1c(C(C)NC(=O)c2ccccc2)n[nH]c1=S (stereo not given)	i	i
CCOc1ccc(N2CC(C(=O)N/N=C/c3sccc3C)CC2=O)cc1 (stereo not given)	i	i
Cc1cc(N2CCCC2)nc2ccc(NC(=S)NCCCOC(C)C)cc12	i	i
CC(C)(C)c1cc(NC(=O)c2cccnc2)no1	i	i
O=C(CCC1COc2ccccc2O1)NCc1ccccc1 (stereo not given)	i	i
CN(Cc1cccs1)S(=O)(=O)c1cccs1	i	i
CCNC(=S)N1CCN(CCN=CC2=C(O)CC(c3cccs3)CC2=O)CC1 (stereo not given)	i	i
COc1ccccc1C(=O)CSc1cccc[n+]1[O-]	i	i
COc1ccc(CCC(C(O)C(F)(F)F)S(=O)c2ccccc2)cc1 (stereo not given)	i	i
CCCC(=O)N1CCN(c2nnc(-c3ccc(C)cc3)c3ccccc23)CC1	i	i
CCOC(=O)c1c(-c2ccc(C)o2)csc1N	i	i
COc1ccc(CCNC(=S)Nc2ccc(C(C)C)cc2)cc1	i	i
Cc1cc(O)c(C(=O)/C=C/c2ccccc2)c(=O)o1	i	i
COc1ccc(CCNC2=C(Cl)C(=O)N(CCc3ccccc3)C2=O)cc1OC	i	i
CC1CC(C)(C)NC(=S)N1CCCC(=O)NCCc1ccc(Cl)cc1 (stereo not given)	i	i

(continued)
SMILES	CHT block	CHT allo act
COc1cc(C2/C(=C(\O)c3ccc4c(c3)OCCO4)C(=O)C(=O)N2Cc2ccccc2)ccc1O (stereo not given)	i	i
COCCn1c(C)cc(C(=O)COc2nc3ccccc3nc2C)c1C	i	i
CCOc1cc(C2C(C(C)=O)=C(O)C(=O)N2CCc2c[nH]c3ccccc23)ccc1O (stereo not given)	i	i
COc1nc(OCCNC(=O)Nc2ccccc2)nc(N(C)C)n1	i	i
CC(NS(=O)(=O)c1ccc(CCC(=O)NCc2ccco2)cc1)c1ccccc1 (stereo not given)	i	i
C=CCN(CC=C)C(=O)c1cc2ccccc2c(=O)o1	i	i
C/C(=N\NC(=O)CC#N)c1cc2ccccc2oc1=O	i	i
CCC(=NCCc1ccc(OC)c(OC)c1)C1=C(O)CC(C)(C)CC1=O	i	i
O=C(NCc1ccco1)c1ccc2c(c1)C(=O)N(Cc1ccccc1)C2=O	i	i
Cc1nn(Cc2cccc(C(=O)NCC(C)C)c2)c(C)c1Br	i	i

Part of the list above in a different format:
Below each compound – CHT block | CHT allo act
- CN(Cc1cccs1)S(=O)(=O)c1cccs1
  i | i
- CCNC(=S)N1CCN(CCN=CC2=C(O)CC(c3cccs3)CC2=O)CC1 (stereo not given)
  i | i
- COc1ccccc1C(=O)CSc1cccc[n+]1[O-]
  i | i
- COc1ccc(CCC(C(O)C(F)(F)F)S(=O)c2ccccc2)cc1 (stereo not given)
  i | i
- CCCC(=O)N1CCN(c2nnc(-c3ccc(C)cc3)c3ccccc23)CC1
  i | i
- CCOC(=O)c1c(-c2ccc(C)o2)csc1N
  i | i
- COc1ccc(CCNC(=S)Nc2ccc(C(C)C)cc2)cc1
  i | i
- Cc1cc(O)c(C(=O)/C=C/c2ccccc2)c(=O)o1
  i | i
- COc1ccc(CCNC2=C(Cl)C(=O)N(CCc3ccccc3)C2=O)cc1OC
  i | i
- CC1CC(C)(C)NC(=S)N1CCCC(=O)NCCc1ccc(Cl)cc1 (stereo not given)
  i | i
- COc1cc(C2/C(=C(\O)c3ccc4c(c3)OCCO4)C(=O)C(=O)N2Cc2ccccc2)ccc1O (stereo not given)
  i | i
- COCCn1c(C)cc(C(=O)COc2nc3ccccc3nc2C)c1C
  i | i
- CCOc1cc(C2C(C(C)=O)=C(O)C(=O)N2CCc2c[nH]c3ccccc23)ccc1O (stereo not given)
  i | i
- COc1nc(OCCNC(=O)Nc2ccccc2)nc(N(C)C)n1
  i | i
- CC(NS(=O)(=O)c1ccc(CCC(=O)NCc2ccco2)cc1)c1ccccc1 (stereo not given)
  i | i
- C=CCN(CC=C)C(=O)c1cc2ccccc2c(=O)o1
  i | i
- C/C(=N\NC(=O)CC#N)c1cc2ccccc2oc1=O
  i | i

(more compounds)
SMILES	CHT block	CHT allo act
Cc1cnc(NC(=O)C2CCC(C(C)(C)C)CC2)s1 (stereo not given)	i	i
CCN(CC(O)COc1ccc(OCC(O)CN(CC)C2CCCCC2)cc1)C1CCCCC1 (stereo not given)	i	i
O=C(NCC1CCCCC1)c1ccc(F)cc1Cl	i	i
COc1ccccc1CN1CCNC(=O)C1CC(=O)NCCC1=CCCCC1 (stereo not given)	i	i
O=C(NC1CC2CCC(C1)N2Cc1nnnn1Cc1ccco1)NC12CC3CC(CC(C3)C1)C2 (stereo not given)	i	i
O=C(CSc1ccc([N+](=O)[O-])cn1)Nc1ccc(N2CCOCC2)cc1	i	i
CCCn1nnnc1NC(=O)COc1ccc(Br)cc1	i	i
CCN(c1ccccc1)S(=O)(=O)c1nnc(NC(=O)c2ccccc2OC)s1	i	i
O=C(Nc1ccc(F)cc1)c1ccc(=O)[nH]n1	i	i
COc1ccccc1NC(=O)Nc1nc(CC(=O)N2CCN(c3ccccc3F)CC2)cs1	i	i
O=C(Cc1ccc(Cl)c(Cl)c1)Nc1cccc(S(=O)(=O)N2CCOCC2)c1	i	i
c1ccc2nc3ccccc3nc2c1	i	i
COc1ccc(C(=O)Nc2ccc3c(c2)nc(CN2CCCC2)n3C)cc1	i	i
CC(=O)c1ccc(OCC(O)CN2C(C)CCCC2C)cc1 (stereo not given)	i	i
Cc1cc(NC(=O)CSc2ncccn2)no1	i	i
CCNC(=S)Nc1ccc(Oc2ccccc2)cc1	i	i
CCCn1nnnc1-c1cccc(Cl)c1	i	i
CC1(C)Cc2c(sc3c2c(=O)n(-c2ccc(Cl)cc2)c(=O)n3CC(N)=O)CO1	i	i
Cc1cccc(C)c1OCc1cc(C(=O)NCC2COCCO2)no1 (stereo not given)	i	i
NNC(=O)c1sc2cc(C(F)(F)F)cnc2c1-c1cccs1	i	i
O=S(=O)(NCc1ccccc1)c1ccc(Cl)cc1	i	i
COc1ccc(Cl)cc1NC(=S)NCCCN1CCCC1=O	i	i
COc1ccc(NC(=O)CCNC(C)=O)cc1NS(=O)(=O)c1ccc(F)cc1	i	i
CC(=O)c1ccc2c(c1)c1ccccc1n2CC(C)C	i	i
CCOc1ccccc1NC(=O)CNC(=O)CNC(=O)Cc1ccccc1	i	i
COCCNC(=O)/C(C#N)=C/c1c(N2CC(C)OC(C)C2)nc2ccccn2c1=O (stereo not given)	i	i
COc1ccccc1OCc1cc(C(=O)N2CCCC(OCc3cccnc3)C2)no1 (stereo not given)	i	i
CCOCC(=O)Nc1ccc([N+](=O)[O-])cc1OC	i	i
NC(=O)c1cc(Cl)ccc1OCC(=O)N1CCCc2ccccc21	i	i
CC(C)CN(C(=O)c1cccc(S(=O)(=O)N2CCN(C)CC2)c1)C1CCS(=O)(=O)C1 (stereo not given)	i	i
O=C(Nc1ccccc1Cl)NC1(C(=O)N2CCCCC2)CCCCC1	i	i
Cc1nnc(NC(=O)CSc2nnc3ncccn23)s1	i	i
COc1ccc(Cl)cc1NC(=O)CNc1ccccc1F	i	i
CC(C)n1cnnc1SCC(=O)NNC(=O)COc1ccc(Cl)cc1	i	i
COCCNC(=O)C(c1ccc(C)o1)N(CCOC)C(=O)Cn1nnc2ccccc21 (stereo not given)	i	i
CN/C(=C/[N+](=O)[O-])NCCSCc1csc(CN(C)C)n1	i	i
CCOc1nc(NCCN2CCOCC2)nc(Nc2ccc(C)cc2)n1	i	i
O=C(NC1CCCCC1)C1CC=CCC1C(=O)OCC(Cl)=C(Cl)Cl (stereo not given)	i	i
Cc1nn(C)c(C)c1NC(=O)CSc1nc(-c2ccccc2Cl)nc2c1cnn2-c1ccccc1	i	i
Cc1ccc(/C=C/C(=O)OCC(=O)NC(C)C)o1	i	i
CC(=O)Nc1nc(-c2ccc([N+](=O)[O-])cc2)cs1	i	i
CCc1ccc2[nH]c(C(=O)Nc3ccc(C)c(F)c3)cc2c1	i	i
O=C(CN1C(=O)CSc2ncccc21)NCCN1CCOCC1	i	i
COc1cc(C(=O)Oc2ccc(C(=S)N3CCOCC3)cc2)cc(OC)c1OC	i	i
COC(=O)c1sc(-c2cccs2)cc1N	i	i
CNC(=S)NNS(=O)(=O)c1ccc(OC)cc1OC	i	i
COc1ccc(/C=N/NS(=O)(=O)c2ccc(C)cc2)cc1	i	i
O=C(c1ccccc1-c1ccccc1)N1CCOCC1	i	i
CCc1cccc(CC)c1NC(=O)c1ccc(-n2cncn2)nc1	i	i
CCC1CCCCN1c1nc(-c2ccncc2)nc2ccccc12 (stereo not given)	i	i

The results go on:
SMILES	CHT block	CHT allo act
Cc1c(C(=O)Nc2ccc(C(=O)Nc3ccccc3)cc2)cccc1[N+](=O)[O-]	i	i
O=C(COC(=O)Cc1cccc(C(F)(F)F)c1)Nc1ccc2[nH]c(=O)[nH]c2c1	i	i
COc1ccc(C(NC(=O)CN2CCCCCC2)c2ccc(OC)cc2)cc1	i	i
O=C(Nc1ccc2nc3n(c(=O)c2c1)CCCCC3)c1ccccn1	i	i
COc1ccc(N(CC(=O)Nc2cc(OC)ccc2OC)S(=O)(=O)c2c(C)nn(C)c2C)cc1	i	i
O=C(Nc1ccc(O)c(-c2nc3ccccc3o2)c1)C1(c2ccc(Br)cc2)CCCC1	i	i
CCCCCCn1c(=O)c(C(=O)N/N=C/c2cccc(F)c2)c(O)c2ccccc21	i	i
COc1ccc(C(=O)NC(=S)Nc2ccc(CN3CCOCC3)cc2)cc1	i	i
CSc1nnc2n(Cc3ccccc3)c(=O)c3c4c(sc3n12)COC(C(C)C)C4 (stereo not given)	i	i
Cc1cccc(OCC(=O)Oc2ccc(Cl)cc2)c1	i	i

Whole records, looked up by structure. Values in the order: CHT block | CHT allo act
Listed for `COc1ccc(CCC(C(O)C(F)(F)F)S(=O)c2ccccc2)cc1` (stereo not given) : i | i
Listed for `COc1cc(C2/C(=C(\O)c3ccc4c(c3)OCCO4)C(=O)C(=O)N2Cc2ccccc2)ccc1O` (stereo not given) : i | i

Remaining list, next part
SMILES	CHT block	CHT allo act
Cc1cc(C)c(C#N)c(N2CCN(c3ccc(F)cc3)CC2)n1	i	i
Cc1cc(C)n(CCN(C)Cc2nc(Cc3ccccc3F)no2)n1	i	i
NNC(=O)Cc1csc(-c2ccccc2)n1	i	i
Cc1ccc(-n2nnnc2-c2cnoc2-c2cccc(F)c2)cc1	i	i
CC(C)(C)CC(=O)NC(=S)NCc1ccco1	i	i
CC(C)Cn1c(N)cc(=O)n(C)c1=O	i	i
COc1ccc(C2C(C#N)=C(N)Oc3n[nH]c(C)c32)cc1Cn1cc([N+](=O)[O-])cn1 (stereo not given)	i	i
CC(=O)Nc1ccc(NC(=O)COc2ccc3c(c2)CCC3)cc1	i	i
N#CCn1cnc2sc(-c3ccccc3)cc2c1=O	i	i
O=C(NCc1ccco1)/C(=C/c1ccccc1)NC(=O)c1ccco1	i	i
